RmlCD inh 1536: M. tuberculosis RmlC/RmlD coupled enzyme inhibitors, primary screen, biochemical, compound mixtures, 384-well, from 1536-well plates; dTDP-4-dehydrorhamnose reductase (Mycobacterium tuberculosis (strain ATCC 25618 / H37Rv)) …; RmlC+RmlD coupled enzyme assay, percent inhibition; primary screen in compound mixtures; inhibition, % at 3.6 µM; 0.03% of 160,000 active; AID 1533, 2009; in the data active = inhibition mostly above about 34%, no sharp cut-off; also: some results filed as inactive read as strong as hits
Target sequence (P9WH09 whole entry, looked up): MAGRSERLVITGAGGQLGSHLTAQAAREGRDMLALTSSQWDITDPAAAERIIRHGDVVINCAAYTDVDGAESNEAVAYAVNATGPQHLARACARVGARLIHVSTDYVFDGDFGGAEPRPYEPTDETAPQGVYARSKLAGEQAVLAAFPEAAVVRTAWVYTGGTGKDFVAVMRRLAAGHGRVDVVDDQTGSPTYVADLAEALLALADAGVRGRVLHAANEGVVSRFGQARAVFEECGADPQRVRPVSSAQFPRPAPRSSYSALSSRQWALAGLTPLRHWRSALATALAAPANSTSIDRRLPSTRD
Target sequence (P9WH11 whole entry, looked up): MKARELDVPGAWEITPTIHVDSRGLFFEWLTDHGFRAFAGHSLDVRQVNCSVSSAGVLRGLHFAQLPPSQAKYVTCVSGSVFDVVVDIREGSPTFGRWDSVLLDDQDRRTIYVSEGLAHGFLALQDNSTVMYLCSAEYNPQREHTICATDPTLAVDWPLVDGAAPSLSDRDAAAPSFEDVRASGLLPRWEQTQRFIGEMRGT
M. tuberculosis GlmU: inhibition of mycobacterial GlmU enzyme – biochemical, glucosamine-1-phosphate acetyltransferase (AID 1376). M. tuberculosis GlmU acetyltransferase enzyme assay; higher % means a stronger effect. Bifunctional protein GlmU (Mycobacterium tuberculosis (strain ATCC 25618 / H37Rv)). 0.25% of 220,000 active. one-dose inhibition, %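 (tested at 30 µM in the primary screen)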; IC50 in µM for titrated hits; in the data active = inhibition above about 13%;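 also: 0% = complete reaction with vehicle and 100% = reaction without substrate; strong numbers were not always called active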
Starred values were filed as active, the others as inactive; x = no result given. Only part of the results is shown, so the mix of outcomes need not match the whole.

Below each compound: RmlCD inh 1536 | M. tuberculosis GlmU
> CCCCNC(=O)c1ccccc1NS(=O)(=O)c1ccc2c(c1)OCCO2
    23 | 1.3%
> Cc1ccc(Sc2nc3ccc(C)cn3c(=O)c2/C=N/O)cc1
    43 | -7.2%
> O=C(COC(=O)Cn1cnc2ccccc2c1=O)Nc1ccccc1Sc1ccc(Cl)cc1
    4 | -1.8%
> Cc1ccc2c(c1)n([O-])c1c([n+]2=O)CCCC1
    x | 1.4%
> C=CCc1cccc(CNc2nc3ccccc3n2CC)c1O
    3 | 1.1%
> Cc1ccnc(N/C=C(/NC(=O)c2ccccc2)C(=O)NN)n1
    x | 0.7%
> Cc1cc(=O)[nH]c(SCc2csc(-c3ccccc3)n2)n1
    6 | 2.2%
> Cc1c2cnn(CC(=O)Nc3c(F)c(F)cc(F)c3F)c(=O)c2c(C)n1Cc1ccc(F)cc1
    6 | 1.1%
> CCS(=O)(=O)N1CCC(C(=O)NC2CCCCC2)CC1
    -4 | 4.3%
> CC(C)c1ccccc1OCC(=O)NC1CCCc2ccccc21 (stereo unspecified)
    19 | 0.8%
> O=C(COc1ccc2ccccc2c1Br)NNC(=O)Nc1ccccc1
    x | -2.2%
> NC(=O)c1ccc(Cc2ncc(C(F)(F)F)cc2Cl)s1
    9 | -0.5%
> Cc1ccc(C2CC(=O)Nc3cc4c(cc32)OCO4)o1 (stereo unspecified)
    x | 1.5%
> O=c1oc2ccccc2cc1-c1nc2ccccc2o1
    8 | 5.1%
> Cc1sc2ncnc(N(C)Cc3ccco3)c2c1C
    x | -5.9%
> COC(=O)c1ccc(NC(=O)Cn2nc(SC)n(N)c2=S)cc1
    4 | 0.3%
> COCCOc1cc(-n2cccc2)c(Cl)cc1Cl
    -1 | -0.2%
> O=C1CS/C(=N/N=C/c2ccncc2)N1
    -29 | 4.0%
> CC(C)N1CCN(Cc2ccc(Sc3nncn3C)o2)CC1CCO (stereo unspecified)
    1 | 0.5%
> O=C1NC2(CCCC2)N=C1c1ccc(Cl)cc1
    x | 5.4%
> Cc1cc(C(=O)OCC(=O)c2ccc(Cl)c([N+](=O)[O-])c2)c2cccc(C)c2n1
    59 | -3.4%
> N=C1SCC(=O)N1Cc1ccccc1
    -6 | -3.7%
> COc1ccc(CCNC(=O)C(NS(=O)(=O)c2ccc3c(c2)CCN3C(C)=O)C(C)C)cc1OC (stereo unspecified)
    x | -4.8%
> CC(C)COP(=O)(OCC(C)C)C(Nc1ccccc1)c1ccc2c(c1)OCO2 (stereo unspecified)
    -1 | x
> O=c1nc(/C=C/c2ccc(O)c(O)c2)oc2ccccc12
    82 | 32%
> O=C1/C(=C/c2cccnc2)Oc2cc(OS(=O)(=O)c3ccccc3)ccc21
    7 | -8.2%
> Cc1cccc(OCC(=O)Nc2nc3ccc([N+](=O)[O-])cc3s2)c1C
    26 | x
> O=C(N/N=C/c1ccc2cccnc2c1)c1ccco1
    3 | 1.8%
> O=C(Nc1cccnc1)c1cc(-c2ccco2)on1
    3 | -2.5%
> C=CCN(C(=O)Nc1ccccc1)C1CC(=O)N(c2ccc(OC)cc2)C1=O (stereo unspecified)
    x | 2.3%

Profiles from above. Order of screens: RmlCD inh 1536	M. tuberculosis GlmU
C=CCc1cccc(CNc2nc3ccccc3n2CC)c1O is listed as 3	1.1%
O=C(COC(=O)Cn1cnc2ccccc2c1=O)Nc1ccccc1Sc1ccc(Cl)cc1 is listed as 4	-1.8%
Cc1sc2ncnc(N(C)Cc3ccco3)c2c1C is listed as x	-5.9%
O=C1CS/C(=N/N=C/c2ccncc2)N1 is listed as -29	4.0%
CC(C)N1CCN(Cc2ccc(Sc3nncn3C)o2)CC1CCO (stereo unspecified) is listed as 1	0.5%

Next structures follow:
Below each compound: RmlCD inh 1536 | M. tuberculosis GlmU
> CCOc1ccc2c(c1)-c1c(ssc1=S)C(C)(C)N2C(=O)c1ccco1
    x | -1.4%
> O=C(O)Cn1cc(/C=C/[N+](=O)[O-])c2ccccc21
    -7 | 7.5%
> CCCn1nnnc1NC(=O)COc1ccc(Cl)cc1C
    -4 | x
> CNC(=S)N(Cc1ccccc1)Cc1cccnc1
    2 | 2.9%
> CC(C)=CC(=O)Nc1nc2ccc([N+](=O)[O-])cc2s1
    -8 | 0.9%
> CC(=O)c1ccc2c3c(cccc13)C(=O)N(c1c(C)nn(C)c1C)C2=O
    7 | 8.0%
> COc1cc(C(=O)NCC(c2cccnc2)N2CCN(c3ccc(F)cc3)CC2)cc(OC)c1OC (stereo unspecified)
    110 | -1.8%
> Cc1cc([N+](=O)[O-])c(-c2ccc(/C=N/n3cnnc3)o2)cc1Cl
    -2 | -1.3%
> Cc1ccc(-c2cc(C(=O)Nc3ccc(S(=O)(=O)Nc4nc(C)cc(C)n4)cc3)c3ccccc3n2)cc1
    5 | 7.5%
> Cc1ccc(NC(=O)c2cc(=O)c3ccccc3o2)cc1
    x | -2.8%
> O=C(CN(c1ccccn1)S(=O)(=O)c1ccccc1)N/N=C/c1cccc([N+](=O)[O-])c1
    -13 | 0.9%
> CCOc1ccc(NC(C)C(=O)N/N=C/c2ccc([N+](=O)[O-])cc2)cc1 (stereo unspecified)
    -9 | -1.2%
> CC(=O)Nc1ccc(S(=O)(=O)NCCSCc2cccc(Cl)c2)cc1
    x | 3.0%
> O=C(Nc1ccc(-c2cn3ccccc3n2)cc1)c1cccs1
    -6 | 0.3%
> Cc1ccc(NC(=O)c2ccccc2Cl)cc1-n1cnnn1
    3 | 0.6%
> O=C(Nc1ccc(F)cc1)Nc1ccc(N2CCOCC2)c2nonc12
    x | -0.7%
> CCOC(=O)c1c(C)[nH]c(C(=O)COC(=O)c2ccc(O)cc2O)c1C
    -12 | -2.6%
> Cc1cc(C)nc(NC2=NCC(=O)N2CCc2c[nH]c3ccccc23)n1
    -6 | 3.2%
> Cc1cc(/C(O)=C2\C(=O)C(=O)N(CCN(C)C)C2c2ccncc2)ccc1OCc1ccccc1 (stereo unspecified)
    9 | -2.1%
> CCOCCCN1CN(Cc2ccco2)CNC1=S
    3 | 10%
> COC(=O)C(C)Sc1nc2c([nH]c3ccccc32)c(=O)n1C (stereo unspecified)
    8 | 7.0%
> Cc1cccc(C(=O)Nc2ccccc2N2CCN(c3ccc(F)cc3)CC2)c1
    -10 | 3.9%
> Cc1ccccc1NC(=S)N(C)C1(c2ccccc2Cl)CCCCC1=O (stereo unspecified)
    -5 | 2.6%
> O=C(CSc1nnnn1-c1cccc2c1CCCC2)NC1CCCC1
    28 | 2.3%
> CCC(C)n1c(SC(C)C#N)nc2ccccc2c1=O (stereo unspecified)
    101 | 8.3%
> CCCOc1ccccc1C(=O)NC(CO)C(=O)O (stereo unspecified)
    x | 4.8%
> CCOC(=O)Cc1csc(N/N=C/c2ccccc2)n1
    -13 | -2.2%
> COc1c(Cl)cc(Cl)cc1C(=O)Nc1ccc(CN2CCCCC2)cc1
    -15 | -2.8%
> CCCn1c(-c2ccccc2)nc2c(=O)n(C)c(=O)[nH]c21
    -13 | -2.4%
> Cc1cc(C)nc(SCc2ccc(C(=O)N/N=C3\CC(C)CC(C)(C)C3)cc2)n1 (stereo unspecified)
    7 | -0.9%
> Cc1[nH]nc2c1C1(CCN(Cc3ccccc3)CC1)C(C#N)=C(N)O2
    12 | -5.9%
> COc1ccc(S(=O)(=O)Nc2ccc(-n3cccc3)cc2)cc1
    4 | -1.0%
> Cc1ccc(-n2nc(C(=O)c3ccccc3)n3c(=O)c(Cc4ccccc4)nnc23)cc1
    x | -3.0%
> CCn1cc(C(=O)OCc2ccc(F)cc2)c(=O)c2ccc(C)nc21
    4 | -1.6%
> CC(C)CNC(=S)NNC(=O)c1nn(C)cc1Cl
    x | -1.7%
> O=C(C1COc2ccccc2O1)N1CCOCC1 (stereo unspecified)
    -7 | 7.6%
> Cc1ccc(S(=O)(=O)CCC(=O)Nc2nccs2)cc1
    x | 1.4%
> CCc1sc(C(=O)N2CCC3(CC2)OCCO3)cc1Br
    -7 | 9.4%
> CCOc1ccc(C2=Nn3c(nnc3-c3ccccn3)SC2)cc1
    0 | -3.4%
> CCn1c(SCC(=O)NCc2cccs2)nc2c1c(=O)n(C)c(=O)n2C
    21 | 1.2%
> CCN(CC)CCOC(=O)c1ccc(NC(=O)C2(c3ccccc3)CCCC2)cc1
    -13 | -4.6%
> COC(=O)CCCC1=CC2=CC(=O)C(C)(OC(=O)c3cccs3)C(=O)C2=CN1c1ccc(OC)cc1 (stereo unspecified)
    9 | 11%
> COc1ccc(CNc2nc3c(c(C(F)(F)F)n2)CCCCC3)cc1
    2 | -4.4%
> Cn1c(SCc2ccccn2)nnc1-c1ccncc1
    -4 | -2.2%
> CSc1cccc(NC(=O)CN(C)S(=O)(=O)c2ccc(C)cc2)c1
    70 | 0.9%
> CCCCOc1ccc(-c2c(C(=O)Nc3ccccc3)c(C)[nH]c(=S)c2C#N)cc1
    5 | -2.5%
> CCOc1ccc(NC(=O)CSc2ccc(-c3ccccn3)nn2)cc1
    -9 | 0.7%
> Cc1cc(C)c2sc(N(CCCN(C)C)C(=O)COc3ccc(Cl)cc3)nc2c1
    -13 | -7.2%
> C=CCN(CC(=O)NCc1ccc(OC)cc1)C(=O)c1csnn1
    -10 | 10%
> COc1ccccc1OCCSc1nc2ccc([N+](=O)[O-])cc2s1
    0 | 2.4%
> COc1ccc(S(=O)(=O)N(C)c2ccc(C(=O)N3CCOCC3)cc2)cc1
    -2 | -6.0%
> Cc1cc(C)nc(SCc2ccc(C(=O)N/N=C/C3CCCCC3)cc2)n1
    -11 | 1.4%
> COc1ccc(S(=O)(=O)N2CCC(NC(=O)C(Cc3cccc(OC)c3OC)NC(C)=O)CC2)cc1 (stereo unspecified)
    -11 | -3.5%
> CCOC(=O)/C(C#N)=C/c1cn(CCC(=O)O)nc1-c1ccccc1
    -13 | -0.9%
> CC(=O)NC1=C(NC2CCS(=O)(=O)C2)C(=O)c2ccccc2C1=O (stereo unspecified)
    11 | -8.1%
> Nc1ccc(NC2C[C@@H](C(=O)O)NC2=O)cc1 (stereo partly specified)
    -20 | 2.2%
> O=C(NCc1ccccc1)C1=C[C@@H](c2ccc3c(c2)OCO3)C[C@@H](OCc2ccc(CO)cc2)O1
    x | -8.5%
> O=S1(=O)CCC(NC(=S)NCCNC(=S)NC2CCS(=O)(=O)C2)C1 (stereo unspecified)
    -6 | -7.0%
> CC1=NN(c2ccc(C)c(C)c2)C(=O)/C1=C/c1ccc2c(c1)n(C)c(=O)n2C
    3 | 1.1%
> Cc1onc(-c2ccccc2Cl)c1C(=O)OCC(=O)N1CCCc2ccccc21
    x | -6.4%

Part of the list above in order of SMILES length, rising.
Below each compound: RmlCD inh 1536 | M. tuberculosis GlmU
> CC(C)CNC(=S)NNC(=O)c1nn(C)cc1Cl
    x | -1.7%
> CCc1sc(C(=O)N2CCC3(CC2)OCCO3)cc1Br
    -7 | 9.4%
> O=S1(=O)CCC(NC(=S)NCCNC(=S)NC2CCS(=O)(=O)C2)C1 (stereo unspecified)
    -6 | -7.0%
> CCCCOc1ccc(-c2c(C(=O)Nc3ccccc3)c(C)[nH]c(=S)c2C#N)cc1
    5 | -2.5%

(list continues)
Below each compound: RmlCD inh 1536 | M. tuberculosis GlmU
> COCCNC(=O)CN(C(=O)Cn1nnc2ccccc21)c1cccc(C)c1C
    -7 | -2.4%
> COC(=O)CC1COc2ccccc2N1C(=O)c1ccc(Cl)cc1 (stereo unspecified)
    3 | 0.1%
> C=CCNc1nc(Nc2ccc(OC)cc2)nc(OC)n1
    -8 | -0.3%
> COc1ccccc1NC(=S)NNC(=O)c1ccccc1Br
    -12 | 0.8%
> COc1cc(C(=O)NCc2ccc(C(=O)NCC(OC)OC)cc2)cc(OC)c1OC
    -2 | 4.2%
> Cc1ccc(NC(=O)C(c2ccccc2)C2CCCC2)cc1 (stereo unspecified)
    -5 | 0.5%
> Cc1cccc(/C=N\Nc2nnc(-c3ccccc3)c(=O)[nH]2)c1
    12 | -2.3%
> COc1ccc(NC(=O)CC2Oc3ccccc3NC2=O)cc1 (stereo unspecified)
    5 | 2.2%
> Cc1nc2ccc(S(=O)(=O)NC(C(=O)N3CCCC3)C(C)C)cc2s1 (stereo unspecified)
    -8 | 2.6%
> Cc1ccc2nc(NC(=O)c3ccc(Cn4cc(Cl)cn4)o3)sc2c1
    8 | 0.9%
> CCOc1cccc(-c2nnc3sc(COc4ccc(Cl)cc4)nn23)c1
    6 | -5.0%
> COc1ccccc1CCc1nnc(CCC(=O)NC(C)Cc2ccsc2)o1 (stereo unspecified)
    x | 1.7%
> COc1ccc(NC(=O)c2ccco2)c(OC)c1
    x | 0.4%
> CCOC(=O)c1ccc(-n2c(CN(CC)CC)nc3ccc([N+](=O)[O-])cc3c2=O)cc1
    0 | 1.3%
> C=CCNC(=S)Nc1ccc(Cl)cc1
    -11 | -7.7%
> COc1cccc(CNCCNC(=O)c2nonc2N)c1
    35 | 1.0%
> N#Cc1c(NC(=O)C2CCCO2)sc2c1CCCCCC2 (stereo unspecified)
    4 | 4.2%
> COc1ccc(C2c3cc(OC)c(OC)cc3CCN2S(C)(=O)=O)cc1OC (stereo unspecified)
    -8 | 1.0%
> N#CCCN(Cc1cccnc1)C(=O)Nc1ccccc1
    29 | 1.4%
> CNC(=O)COC(=O)c1cccc(S(=O)(=O)N2CCN(c3ccc(F)cc3)CC2)c1
    x | -2.0%
> CCOC(=O)c1c2c([nH]c(=S)c1C#N)CCCC2
    16 | 8.7%

From PubChem
